# From PubChem
# STAT3 act: increases IL-6 driven STAT3 reporter signal | U3A cells, IL-6 STAT3-luciferase reporter, luminescence; 100% = signal with IL-6 EC80 alone | activation (% of control), % at 5.6 µM | 0.91% of 190,000 active | AID 871;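 active means activation above the screen-wide mean of compound activation plus 3 SD, cut at about 130% in these data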;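 further: 0% = background luminescence of wells with medium and substrate only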
#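 Test system: STAT3-luciferase reporter U3A cells; Detection: reporter luminescence signal; Times: 1 h compound pre-exposure, 6 h IL-6 stimulation, 37 °C; Benchmarks: IL-6-only high control; Also added: IL-6 stimulus at 33 ng/mL final.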
# RAM network inh: yeast RAM network inhibition; S. cerevisiae dse1pr::URA3 reporter, 5-FOA growth OD615, 2 d; analog-sensitive cbk1-as2 kinase mutant strain; inhibition, % at 50 µM; 1.8% of 190,000 active;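 active means inhibition above a set limit, 3 SD over mean compound inhibition, cut at about 8.4% in these data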;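 further: 0% = DMSO-only wells with no growth and 100% = 10 µM 1-NA-PP1 full growth; inhibition rescues growth on 5-FOA so higher OD means more RAM inhibition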
# STAT3 inh: STAT3 signaling inhibition; U3A cells, IL-6 STAT3-luciferase reporter, luminescence; host cell line lacks STAT1; inhibition, % at 5.5 µM; 0.89% of 190,000 active; AID 862;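 active means inhibition above the mean inhibition across all screened compounds plus 3 SD, cut at about 44% in these data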;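 further: 0% = DMSO only wells and 100% = 100 µM nifuroxazide control wells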
# S1P3 antagonist: blocks the human S1P3 receptor; Q99500; CHO S1P3 NFAT-BLA reporter, FRET fluorescence, antagonist mode; inhibition, % at 4.98 µM; 0.27% of 170,000 active; AID 485;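 active means inhibition above the plate cutoff, the mean inhibition of test wells on that plate plus 3 SD, cut at about 28% in these data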;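 further: cells challenged with S1P at its EC80 of 0.8 µM; blue over green emission ratio from cleaved BLA substrate after 4 h stimulation; 0% = S1P-stimulated wells and 100% = unstimulated DMSO-only wells; some compounds past the cut are filed as inactive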
# PPARg SRC-1 ag: promotes SRC-1 coactivator recruitment by human PPARgamma; AID 631; activation, % at 8 µM; P37231; PPARgamma-SRC-1 coactivator recruitment biochemical assay; 0.41% of 200,000 active; in the data active means activation above about 19%;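 further: 0% = DMSO and 100% = reference agonist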
# ROMK mod: human ROMK K+ channel modulation, primary screen; P48048; Tet-inducible ROMK, thallium flux fluorescence; actives lie on both sides; B-score at 10 µM; 2% of 130,000 active; AID 1918;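 active means signal ratio slope over the read window, or its plate-corrected B-score, at least 3 SD from the plate mean, either direction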;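 further: B-score of the F/F0 ratio slope over 7 to 12 s after thallium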
# PPARg SRC-3 ag: agonists of human PPARgamma SRC-3 coactivator recruitment; P37231; biochemical PPARgamma/SRC-3 coactivator recruitment assay; activation, % at 8 µM; 0.26% of 200,000 active; AID 731; in the data active means activation above about 23%;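 further: 0% = DMSO and 100% = reference agonist; some compounds past the cut are filed as inactive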
# TLR4 MyD88 comp: TLR4-MyD88 interaction inhibition in cells; O00206+Q99836; HeLa CL3-4 TLR4/MyD88 BLA complementation, FRET ratio; inhibition, % at 8.4 µM; 0.18% of 200,000 active; in the data active means inhibition above about 25%;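 further: 0% = vehicle and 100% = reference inhibitor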
# Target sequence (O00206 whole entry, looked up): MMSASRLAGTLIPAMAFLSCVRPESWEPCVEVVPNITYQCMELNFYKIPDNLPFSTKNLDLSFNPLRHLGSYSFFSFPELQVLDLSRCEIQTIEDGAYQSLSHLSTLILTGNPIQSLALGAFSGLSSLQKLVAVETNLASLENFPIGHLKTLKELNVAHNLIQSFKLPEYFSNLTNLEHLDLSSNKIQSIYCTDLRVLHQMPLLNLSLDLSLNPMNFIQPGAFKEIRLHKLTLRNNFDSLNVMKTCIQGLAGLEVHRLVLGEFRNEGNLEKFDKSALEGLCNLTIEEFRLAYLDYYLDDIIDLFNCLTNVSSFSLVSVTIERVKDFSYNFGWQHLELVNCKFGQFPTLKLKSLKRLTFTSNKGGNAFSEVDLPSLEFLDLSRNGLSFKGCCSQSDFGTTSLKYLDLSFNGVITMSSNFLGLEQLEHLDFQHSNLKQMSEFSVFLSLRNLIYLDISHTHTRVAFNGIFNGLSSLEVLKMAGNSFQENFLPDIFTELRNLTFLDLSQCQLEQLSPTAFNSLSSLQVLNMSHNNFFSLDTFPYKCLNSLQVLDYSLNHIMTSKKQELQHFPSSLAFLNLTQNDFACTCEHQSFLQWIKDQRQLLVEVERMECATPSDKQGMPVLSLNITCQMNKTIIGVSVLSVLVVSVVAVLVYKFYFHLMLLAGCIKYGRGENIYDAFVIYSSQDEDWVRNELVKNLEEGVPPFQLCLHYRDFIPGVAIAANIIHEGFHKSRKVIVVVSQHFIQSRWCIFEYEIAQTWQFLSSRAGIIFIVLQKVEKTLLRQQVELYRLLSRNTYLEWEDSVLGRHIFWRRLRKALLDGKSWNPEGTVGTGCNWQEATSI
# Target sequence (Q99836 whole entry, looked up): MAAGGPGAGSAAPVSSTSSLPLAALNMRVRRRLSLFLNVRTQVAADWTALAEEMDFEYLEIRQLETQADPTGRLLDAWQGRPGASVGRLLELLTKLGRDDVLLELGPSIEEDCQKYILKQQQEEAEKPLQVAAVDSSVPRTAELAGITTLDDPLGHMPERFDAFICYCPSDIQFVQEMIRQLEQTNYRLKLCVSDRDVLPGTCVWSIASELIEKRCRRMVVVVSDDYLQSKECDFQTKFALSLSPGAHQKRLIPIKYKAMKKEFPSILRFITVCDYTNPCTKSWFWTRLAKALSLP
# PPARg SRC-2 ag: PPARgamma-driven SRC-2 recruitment agonism; AID 1032; 0.34% of 200,000 active; activation, % at 8 µM; PPARgamma LBD-SRC-2 recruitment, biochemical; P37231; in the data active means activation above about 22%;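 further: 0% = vehicle and 100% = reference agonist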
# SRC2 TRFRET art: TR-FRET artefact, counter-screen to PPARgamma/SRC-2 agonist assay; AID 1049; active compounds read high; 0.4% of 200,000 active; TR-FRET ratio at 8 µM; in the data active means TR-FRET ratio above about 2000; further: inactives centre near 1500
# STAT1 blocker: STAT1 signaling inhibition; NIH 3T3 STAT1-luciferase reporter, IFN-gamma, luminescence; inhibition, % at 5.5 µM; 0.35% of 200,000 active; AID 920;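 active means inhibition above a set limit, the mean inhibition across all tested compounds plus 3 SD, cut at about 34% in these data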;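 further: 0% = IFN-gamma with DMSO and 100% = IFN-gamma with 300 µM nifuroxazide; values of inactives mirror those of a sister screen read the other way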
# Numbers without * were called inactive; nt = no result given.
SMILES,STAT3 act,RAM network inh,STAT3 inh,S1P3 antagonist,PPARg SRC-1 ag,ROMK mod,PPARg SRC-3 ag,TLR4 MyD88 comp,PPARg SRC-2 ag,SRC2 TRFRET art,STAT1 blocker
COC(=O)c1cc(OC)c(OC)cc1NC(=S)N1CCN(Cc2ccccc2)CC1,109.6,0.4,-3.9,nt,1.2,nt,-0.3,-2.8,-1.0,1294,-1.6
Clc1ncn(CCOc2ccccc2)c1Cl,89.0,0.3,19.3,3.6,5.1,-1.95,4.8,-4.3,8.6,1568,-13.9
O=C(NOC(=O)c1cc(Br)ccc1Cl)c1cccs1,103.2,0.5,-2.6,nt,1.4,nt,6.1,7.1,1.4,1557,-2.3
COc1ccccc1OCCOc1ccc(/C=N/n2cnnc2)cc1,99.5,3.1,7.1,-48.7,7.6,nt,-2.3,3.2,2.1,1687,-0.9
Cc1ccc(NC(=O)c2ccc([N+](=O)[O-])cc2Cl)nc1,91.3,1.8,14.3,-10.2,6.1,0.495,2.5,9.8,1.3,1538,-40.7
COc1cccc(Cn2c(Oc3cccc(C)c3)nc3c2c(=O)n(C)c(=O)n3C)c1,109.8,4.1,-8.7,16.8,1.7,nt,-1.5,-11.7,-13.5,1576,1.1
CC1CCc2c(nc3sc4c(c3c2N)CCCC4)C1 (configuration not stated),109.6,3.0,-13.5,12.8,-0.6,0.0313,-2.9,-3.8,-1.9,1431,-36.7
COc1cc(C)ccc1S(=O)(=O)N1CCCCCC1,88.8,4.4,16.3,12.6,4.3,0.691,1.9,14.3,6.8,1538,-26.0
O=C(COc1cccc([N+](=O)[O-])c1)N/N=C/c1ccco1,92.8,1.6,12.6,-1.9,9.5,0.269,2.5,-1.0,10.0,1769,-1.6
Cc1c(C(=O)N2CCc3ccccc3C2)sc2nc(-c3ccccc3)cn12,100.9,2.3,2.1,-0.7,0.3,-1.95,-0.1,-11.8,4.9,1636,-0.6
Cc1ccc(S(=O)(=O)/N=S(\C)CC2CC2(Cl)Cl)cc1 (configuration not stated),98.4,0.1,2.0,nt,-1.1,1.53,2.1,14.8,-4.2,1632,-6.0
CCOC(=O)C1=C(C)C(c2ccc(OC)cc2)NC(=S)N1 (configuration not stated),92.0,0.5,14.9,nt,5.6,0.769,7.3,-2.1,-4.7,1784,-0.1
CC(C)CCN1CCN(CC#Cc2ccccc2)CC1CCO (configuration not stated),108.0,1.1,-8.5,-5.6,1.1,0.44,-0.6,-0.4,3.1,1566,-7.7
O=C(Nc1cc(Cl)ccc1Cl)c1ccc(OC(=O)c2ccco2)cc1,86.5,4.2,16.2,nt,5.3,-0.104,5.8,1.4,-0.3,1599,-0.3
O=C(NCC1CCCO1)C1c2ccccc2Oc2ccccc21 (configuration not stated),97.7,0.2,7.1,6.4,6.3,-0.214,3.5,-13.6,-2.9,1350,10.4
COc1ccc(N2C(=O)C(CC(=O)Nc3ccc(F)cc3)N(CCc3ccc(OC)c(OC)c3)C2=O)cc1 (configuration not stated),100.4,0.3,1.8,-9.8,4.0,-0.628,7.5,1.0,2.1,1581,2.8
COc1ccc(C2Nc3ccccc3C(=O)N2c2ccccc2)cc1COc1ccccn1 (configuration not stated),93.9,0.8,17.1,nt,11.7,nt,12.2,-7.8,2.2,1578,-0.8
O=C(COc1ccccc1Cl)Nc1cnn(Cc2ccccc2)c1,72.0,-0.5,37.5,nt,-2.8,-0.623,0.6,10.3,1.4,1574,-0.5
CCOC(=O)C1CCCN(c2c(N3CCN(c4ccccn4)CC3)c(=O)c2=O)C1 (configuration not stated),98.3,0.5,2.2,-3.7,-3.5,nt,-2.0,-14.0,-7.0,1470,-4.0
FC(F)(F)c1nnc2ccc(N3CCCCCC3)nn12,85.5,-0.6,18.7,-9.6,3.8,-1.12,7.8,0.2,7.4,1506,0.4
COc1ccc(CCN(C(=O)C(F)(F)F)C(C(=O)NC2CCCCC2)c2cccs2)cc1 (configuration not stated),101.7,2.4,0.2,16.3,7.9,-0.0528,3.0,-11.1,3.2,1680,3.8
Oc1ccccc1CN1CCCN(Cc2ccccc2O)C1,96.1,0.3,8.2,-9.5,-7.3,nt,-0.8,19.1,5.6,1362,7.4
Cc1ccc(NC(=O)CSc2nnc(-c3cccnc3)n2-c2ccc(C)cc2)cc1,98.3,1.3,5.8,nt,-4.0,nt,-5.2,3.1,-1.1,1407,4.7
CC(=O)Nc1cccc(C(=O)OCc2ccc(C(=O)Oc3ccc(Cl)cc3)cc2)c1,103.2,3.7,2.3,nt,-7.4,nt,-9.8,12.0,-6.3,1296,-6.0
O=C(Nc1ccccc1)C1=C[C@@H](c2ccc(Br)cc2)C[C@@H](OCCCCO)O1,nt,7.3,nt,-12.4,8.3,nt,4.9,-4.5,3.6,1728,-29.5
O=C(C[n+]1cccc(NC(=O)c2ccccc2)c1)c1ccc(NC(=O)c2ccccc2)cc1,100.9,11.3*,6.0,nt,3.3,-1.28,5.3,0.6,5.2,1520,-20.3
CC(C)(C)NC(=O)COC(=O)c1ccccc1C(=O)c1ccccc1,109.3,0.9,-6.3,-18.6,-3.5,0.707,-0.4,-11.1,-0.7,1450,5.3
COc1cc(OC)cc(C(=O)NCC(=O)OCC(=O)c2cc(OC)ccc2OC)c1,94.3,1.1,4.7,-6.7,-1.4,0.196,-0.1,-5.5,4.2,1674,-2.7
CC(C)c1cc(N=NC(N)=O)cc(C(C)C)c1O,105.2,4.8,-0.1,-7.2,-0.7,-0.0501,-1.4,-7.5,5.5,1557,0.6
CN(Cc1ccccc1)Cc1nc2c(c(=O)n(C)c(=O)n2C)n1Cc1ccc(F)cc1,100.0,-1.1,5.1,-25.0,5.8,-0.0879,-9.5,3.9,-1.0,1362,12.1
CCCCCCOc1ccc(C(CC(=O)O)C(N)=O)cc1 (configuration not stated),104.5,-1.3,-1.1,-41.7,0.7,0.0053,-5.6,-12.7,4.5,1446,-9.1
CC(O)(C#CCN1CCOCC1)c1ccccc1 (configuration not stated),113.5,2.3,-13.7,nt,7.1,0.949,6.7,-6.1,2.4,1618,3.9
CCOC(=O)C1CCN(c2ccc(C(N)=O)cc2[N+](=O)[O-])CC1,100.5,0.5,4.7,-3.2,6.9,nt,4.0,-18.1,0.3,1518,1.9
COc1cccc(C(=O)N2CCN(c3ncccn3)CC2)c1,100.1,2.1,7.2,10.5,7.5,nt,1.3,5.1,-2.9,1455,-6.7
Cc1ccc(S(=O)(=O)N[C@@H](C)C(=O)N2CCC(C(=O)N3CCC[C@H]3C(=O)O)CC2)cc1,108.3,0.3,-4.9,-3.7,-2.1,nt,-2.6,0.9,5.2,1498,-0.4
CC(/C=N/NC(=O)c1cc(-c2ccc(Cl)cc2)nc2ccccc12)=C\c1ccco1,92.9,3.0,7.1,nt,5.7,0.673,11.8,-11.4,8.3,1640,10.8
O=C1CN(Cc2ccccc2)C(=NCc2ccco2)S1,96.1,0.9,7.3,-10.0,3.3,nt,-2.2,1.1,4.3,1655,-5.6
O=C(Nc1ccccc1)N(CCCN1CCOCC1)Cc1cc2cc3c(cc2[nH]c1=O)OCCO3,105.3,0.5,-2.6,-19.0,-1.8,-0.0034,-2.0,10.6,-1.8,1576,-9.8
CC(C)Nc1nc(NC(N)=S)nc(NC(C)(C)C)n1,115.5,1.8,-15.8,12.1,-2.1,1.89,4.3,-5.9,-2.3,1579,-1.1
Cc1ccc(S(=O)(=O)NCC2CCC(C(=O)NCCCOC(C)C)CC2)cc1 (configuration not stated),98.3,1.9,10.3,-6.7,0.4,0.652,-1.0,-5.3,3.2,1442,11.8

# Marked active in RAM network inh, of those listed so far:
SMILES	STAT3 act	RAM network inh	S1P3 antagonist	PPARg SRC-1 ag	ROMK mod	PPARg SRC-3 ag	TLR4 MyD88 comp	PPARg SRC-2 ag	STAT1 blocker
O=C(C[n+]1cccc(NC(=O)c2ccccc2)c1)c1ccc(NC(=O)c2ccccc2)cc1	100.9	11.3*	nt	3.3	-1.28	5.3	0.6	5.2	-20.3

# Further entries
SMILES,STAT3 act,RAM network inh,STAT3 inh,S1P3 antagonist,PPARg SRC-1 ag,ROMK mod,PPARg SRC-3 ag,TLR4 MyD88 comp,PPARg SRC-2 ag,SRC2 TRFRET art,STAT1 blocker
O=C(NC1CC1)c1ccc(F)cc1Cl,98.9,1.0,2.4,nt,1.9,-0.228,-3.4,6.1,5.9,1439,-3.1
Cc1ccc(NC(=O)C(Cc2ccccc2)NC(=O)c2ccco2)cc1 (configuration not stated),97.2,6.1,3.3,nt,2.7,0.564,4.3,-2.6,6.9,1569,2.6
COc1cccc(NS(=O)(=O)c2ccc(NC(C)=O)cc2)c1,86.7,0.1,18.7,-2.9,5.3,-2.14*,4.3,6.4,9.4,1509,6.9
CSc1ccccc1NC(=O)CSc1nncs1,98.4,1.1,3.8,-3.6,5.3,-0.527,3.9,-3.9,7.5,1556,-2.1
CCO[C@H]1OC(C(=O)Nc2ccccc2)=C[C@@H](c2ccc(Br)cc2)[C@@H]1CCCO,nt,3.3,nt,-10.6,1.7,nt,1.8,-7.8,-6.5,1512,-3.1
COc1ccc(COn2c(=O)c(C)[n+]([O-])c3ccccc32)cc1OC,86.6,0.4,20.6,1.4,3.6,nt,5.8,-10.1,1.9,1490,3.7
COc1cccc(CNc2ccc3c(c2)ncn3C(C)C)c1OC,121.0,1.1,-19.8,2.8,2.5,nt,13.8,-2.0,13.6,1623,-28.0
O=C(N/N=C/c1ccc(N2CCOCC2)cc1)C1COc2ccccc2O1 (configuration not stated),98.3,2.0,4.4,-6.4,0.5,-0.0835,-6.7,11.2,-6.4,1388,-11.7
COC(=O)c1sc2nc(SCc3ccccc3C#N)n(N)c(=O)c2c1C,104.6,2.9,-8.0,-10.8,-10.7,1.46,0.3,-8.7,-6.3,1484,12.2
Cn1c(C(=O)Nc2ccc3c(c2)OCO3)cc2c(=O)n(C)c3ccccc3c21,84.0,4.5,19.7,-2.3,-2.2,nt,-1.2,6.0,-3.5,1545,1.2
CCOC(=O)N1CCN(C(=O)c2cc(-n3cnnc3)ccc2Cl)CC1,105.1,1.8,-3.3,-1.8,-1.6,-0.171,-8.3,5.0,3.0,1516,-6.9
O=C(O)c1cccnc1SCc1cn2cc(Br)ccc2n1,98.8,-0.9,3.6,21.3,10.9,0.616,0.7,-3.0,1.6,1662,1.3
CCn1c(Cc2ccccc2)nnc1SCc1cccc(C(=O)O)c1,101.9,0.9,-4.9,3.6,-8.9,0.62,-4.5,14.4,-9.6,1312,-2.1
CNC(=O)c1cc(Nc2nnc(-c3ccc(O)cc3)c3ccccc23)ccc1OC,86.1,0.8,22.5,-7.2,3.0,-0.913,6.1,2.8,6.9,1830,6.2
CCN1CCN(C(=O)c2ccc(OC)c(S(=O)(=O)Nc3ccc(C)cc3)c2)CC1,94.8,1.1,7.5,-14.3,-0.9,0.359,3.3,6.7,-1.4,1378,-5.8
O=C(c1ccco1)N1CCN(C(c2cccs2)c2nnnn2C2CCCCC2)CC1 (configuration not stated),101.0,0.9,1.6,-21.6,-5.7,0.118,2.8,-7.2,7.7,1530,-0.6

# This is a random part of the collection; about 5.6% have a hit in one of these screens.
